G9a inh: qHTS Assay for Inhibitors of Histone Lysine Methyltransferase G9a. Potency, µM (doses to about 102 µM), for inactives: top-dose activity, negative = inhibition, hits mostly inhibitors. 350,000 compounds, 8.8% hits. G9a H3K9 monomethylation, AlphaScreen, 2 h; also: potency is read from the fitted curve at half-maximal effect; % is scaled to controls: 0 for no effect and ±100 for the full control effect; nearly all actives have a fitted effect of over 75% in size
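Compounds were preincubated with 20 nM G9a for 15 min, after which biotinylated H3K9 peptide (500 nM) and SAM (20 uM) started a 2 h room-temperature reaction. Monomethylated product was quantified by antibody-based AlphaScreen chemiluminescence.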
PI4K2A inh: qHTS for small molecular inhibitors of PI4K2A; 420,000 compounds, 0.13% hits; activity change, negative = inhibition, % at 76.9 µM; Phosphatidylinositol 4-kinase type 2-alpha (Homo sapiens), Q9BTU6; AID 1346378, 2018; purified PI4K2A, ADP-Glo luminescence, 1 h; active compounds read low; in the data active = activity change below about -50%; inconclusive = mostly about -30% to -49%;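 also: -100% = wells without enzyme as full effect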
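PI4K2A activity was measured by ADP-Glo luminescence: enzyme (4 ug/mL stock) and phosphatidylinositol (1.2 mM stock) in Tris pH 7.5/MgCl2/EGTA/Triton X-100 buffer were reacted with ATP (300 microM stock) for one hour at ambient temperature.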
Tb PGK inh: qHTS Assay to Find Inhibitors of Phosphoglycerate Kinase | Phosphoglycerate kinase, glycosomal (Trypanosoma brucei brucei), P07378 | PGK/GAPDH coupled, Kinase-Glo luminescence, 60 min | Potency, µM (doses to about 57.5 µM), inactives show at the highest dose activity change, negative = inhibition, usual class: inhibitors | 380,000 compounds, 0.043% hits | AID 602233, 2012; also: potency is read from the fitted curve at half-maximal effect; % is scaled to controls: 0 for no effect and ±100 for the full control effect; nearly all actives have a fitted effect of over 60% in size
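Luminescent ATP detection (Kinase-Glo Plus) follows a 60-minute room-temperature incubation, with wells lacking PGK as controls. Buffer: 100 mM TEA (pH 7.6), 5 mM MgCl2, 0.01% Tween-20. Coupling enzyme GAPDH (100 nM final) supplies unstable 1,3-BPG in-well.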
GLS inhibitor: qHTS for Inhibitors of Glutaminase (GLS); Glutaminase kidney isoform, mitochondrial (Homo sapiens), O94925; GLS enzymatic activity, qHTS titration; Potency, µM (doses to about 45.5 µM), without a hit: at the top dose activity change, negative = inhibition, usual class: inhibitors; 410,000 compounds, 0.21% hits; also: potency is read from the fitted curve at half-maximal effect; % is scaled to controls: 0 for no effect and ±100 for the full control effect
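Enzyme dispensed in phosphate buffer (45 mM, pH 8.2, 0.02% Tween-20), compounds pinned in, then 1 mM L-glutamine solution and the glutamate oxidase–HRP–Amplex Red mix added; fluorescence read immediately and again after 30 min at room temperature.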
Pol eta inh: qHTS for Inhibitors of Polymerase Eta; 390,000 compounds, 1.2% hits; DNA polymerase eta (Homo sapiens), Q9Y253; recombinant Pol eta, fluorescent DNA replication assay; Potency, µM (series often up to 114 µM), for the others: top-dose activity change, negative = inhibition, actives largely listed as inhibitors; also: potency is read from the fitted curve at half-maximal effect; % is scaled to controls: 0 for no effect and ±100 for the full control effect
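Fluorescent replication assay: 50 nM final substrate added after a 15 min room-temperature compound preincubation with 10 nM enzyme. Signal taken at 0 min and again at 10 min.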
BAZ2B block: qHTS Assay for Inhibitors of BAZ2B; Bromodomain adjacent to zinc finger domain protein 2B (Homo sapiens), Q9UIF8; AlphaScreen BAZ2B-H3K14Ac peptide displacement; Potency, µM (highest dose often 114 µM), without a hit: at the highest dose activity change, negative = inhibition, usual class: inhibitors; 360,000 compounds, 4.4% hits; AID 504333, 2011; also: potency is read from the fitted curve at half-maximal effect; % is scaled to controls: 0 for no effect and ±100 for the full control effect; nearly all actives have a fitted effect of over 60% in size
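AlphaScreen displacement: compounds (up to 110uM) incubated 30 min at room temperature with a preformed 50 nM BAZ2B/50 nM biotinylated H3K14Ac peptide complex in PBS pH 7.4 with Tween-20. Donor and acceptor beads at 10 ug/mL final added, 20 min light-protected before reading.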
JMJD2A Tudor: qHTS Assay for Inhibitors of JMJD2A-Tudor Domain; Lysine-specific demethylase 4A (Homo sapiens), O75164; AlphaScreen JMJD2A-Tudor / H3K4me3 peptide binding; Potency, µM (series often up to 114 µM), for the others: at the highest dose activity change, negative = inhibition, hits mostly inhibitors; 390,000 compounds, 4.4% hits; also: potency is read from the fitted curve at half-maximal effect; % is scaled to controls: 0 for no effect and ±100 for the full control effect; nearly all actives have a fitted effect of over 50% in size
Target sequence (O75164 whole entry, looked up, the tested form may be a part): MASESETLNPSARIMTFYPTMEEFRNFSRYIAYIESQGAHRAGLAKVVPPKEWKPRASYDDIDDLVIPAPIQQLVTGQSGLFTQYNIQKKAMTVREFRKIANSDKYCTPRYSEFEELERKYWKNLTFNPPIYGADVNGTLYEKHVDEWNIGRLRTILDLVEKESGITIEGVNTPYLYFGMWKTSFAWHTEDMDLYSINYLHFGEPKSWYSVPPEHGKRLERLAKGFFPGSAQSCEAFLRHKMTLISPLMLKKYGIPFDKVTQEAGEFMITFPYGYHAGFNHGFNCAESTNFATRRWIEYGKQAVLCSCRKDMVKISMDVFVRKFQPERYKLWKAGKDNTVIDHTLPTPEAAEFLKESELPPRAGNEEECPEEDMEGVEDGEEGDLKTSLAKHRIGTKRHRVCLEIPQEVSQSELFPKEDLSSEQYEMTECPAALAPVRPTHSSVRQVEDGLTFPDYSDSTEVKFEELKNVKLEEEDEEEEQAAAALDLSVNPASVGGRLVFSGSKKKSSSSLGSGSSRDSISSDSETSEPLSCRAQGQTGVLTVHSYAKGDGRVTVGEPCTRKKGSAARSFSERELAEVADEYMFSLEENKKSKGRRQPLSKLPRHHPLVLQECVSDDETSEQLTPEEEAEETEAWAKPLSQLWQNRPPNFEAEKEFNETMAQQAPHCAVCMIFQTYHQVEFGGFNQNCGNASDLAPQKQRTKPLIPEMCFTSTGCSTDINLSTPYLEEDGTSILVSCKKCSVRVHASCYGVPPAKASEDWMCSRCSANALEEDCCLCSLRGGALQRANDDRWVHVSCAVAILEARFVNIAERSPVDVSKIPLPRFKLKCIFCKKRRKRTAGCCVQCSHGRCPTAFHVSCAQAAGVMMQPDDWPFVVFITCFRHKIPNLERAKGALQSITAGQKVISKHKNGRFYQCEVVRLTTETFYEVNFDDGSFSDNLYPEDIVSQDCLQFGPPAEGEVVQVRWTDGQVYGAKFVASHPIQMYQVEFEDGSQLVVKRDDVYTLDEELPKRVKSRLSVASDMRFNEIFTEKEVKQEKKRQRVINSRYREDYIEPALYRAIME
HP1b binding inh: HTS for Inhibitors of HP1-beta Chromodomain Interactions with Methylated Histone Tails. Chromobox protein homolog 1 (Homo sapiens), P83916. Potency, µM (top dose mostly 114 µM), for the others: top-dose activity change, negative = inhibition, usual class: inhibitors. 390,000 compounds, 0.56% hits. AlphaScreen HP1-beta / biotin-H3K9me3 peptide binding. AID 540317, 2011; also: potency is read from the fitted curve at half-maximal effect; nearly all actives have a fitted effect of over 70% in size; inactives centre near 23
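HP1-beta protein (50 nM final) preincubated 30 min at room temperature with biotinylated H3(1-18)K9me3 peptide (50 nM) in PBS pH 7.4, 0.01% Tween-20, then compound added for 30 min. AlphaScreen streptavidin donor/nickel chelate acceptor beads (10 ug/mL final), 30 min dark, luminescence read.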
Pin1 inhibitor: qHTS Assay to Find Inhibitors of Pin1. Peptidyl-prolyl cis-trans isomerase NIMA-interacting 1 (Homo sapiens), Q13526. Pin1 FP peptide displacement, HiFluor488, 10 min. Potency, µM (titrated, usually from 115 µM), for the others: top-dose activity, negative = inhibition, hits mostly inhibitors. 390,000 compounds, 0.009% hits; active = well fitted inhibition curve with a large enough effect in the polarisation, with a control signal flat, not every such curve was filed as active; inconclusive = small, poorly fitted or top-dose-only effect, or effect the other way, or a change in a side signal; inactive = no such curve, though single readings can be large or run the other way; the % refers to the polarisation; also: potency is read from the fitted curve at half-maximal effect; % is scaled to controls: 0 for no effect and ±100 for the full control effect
* marks the source's active call; other numbers are inactive results; i = inactive; ? = inconclusive; . = not tested or not shown; & = joins results of further samples; [ ] = another dose, or the depositor's remark. Unless noted, calls follow the shape of the dose curve; as a rule, active = well fitted curve in the direction sought with a large enough effect; inconclusive = small, poorly fitted or top-dose-only effect, or another doubt; inactive = no such curve, though single readings can be large; an effect the other way counts as inactive or inconclusive. These rows are one share of the data (hit frequency here may not be typical).

SMILES	G9a inh	PI4K2A inh	Tb PGK inh	GLS inhibitor	Pol eta inh	BAZ2B block	JMJD2A Tudor	HP1b binding inh	Pin1 inhibitor
O=C1CC(NNc2ccccc2)C(=O)N1c1ccc(N2CCCCC2)cc1 (centres undefined)	-22%[12.7 µM]	-3	-1%	3%	-17%	?	-22%[57.1 µM]	-11%	12%
O=C(Nc1ccccc1)c1cccc(S(=O)(=O)N2CCCCC2)c1	?	3	i	.	-10%	5%	-2%	35%[activator]	1%
Oc1[nH]c2ccccc2c1C1=NCCCC1	?	13	1%	31%	-13%	50µM*	?	-24%	-4%
Cc1ccc(NC(=O)/C(C#N)=C/c2cn(CC(=O)NCc3ccco3)c3ccccc23)cc1C	-22%	-4	-4%	-11%	-26%	-16%	-9%	28%	?
CC(=O)/C(C[N+]1(C)CCCCC1)=N\O	?	-3	4%	6%	2%	?	35µM*	-32%	-1%
OC(c1ccccn1)(c1ccccn1)c1ccccn1	-7%[59 µM]	-25	4%	1%	-3%	22µM*	56µM*	37%	1%
COc1ccc(C2(C)NC(=O)N(Cc3cc(Cl)cc4c3OCOC4)C2=O)cc1OC (centres undefined)	-37%[0.0925 µM]	-1	-16%	-27%	-16%	-4%	-17%	15%	-3%
CCOC(=O)c1sc(NC(=O)CC)nc1C	12%	0	1%	-7%	-10%	2%	-10%	26%	4%
Oc1ccc(Oc2ccc3c(C(F)(F)F)cc(C(F)(F)F)nc3n2)cc1	-33%[0.0925 µM]	8	4%	-10%	-28%	?	-23%	0%	1%
O=C(Nc1ccc(S(=O)(=O)N2CCOCC2)cc1)c1ccccc1Br	-12%	5	-2%	1%	-18%	4%	-13%	26%	1%
C/C(=N\NC(=O)c1nn(C)c(C)c1Br)c1ccc(NC(=O)C2CCCC2)cc1	25%	0	9%	0%	-14%	-18%	-25%	11%	0%
CC1=C(C(=O)Nc2ccccc2)C(c2cccnc2)n2nc(-c3cccnc3)nc2N1 (centres undefined)	18%[2.33 µM]	-4	-2%	12%	-10%	-4%	-14%	20%	-3%
CCCCn1c(N)c(N(CC(C)C)C(=O)CC2CCCC2)c(=O)[nH]c1=O	-28%	2	-3%	-12%	-16%	0%	-3%	34%	9%
COc1cc2c(cc1OC)C(c1ccccc1N)=NCC2	-4%	2	-3%	23%	0%	-4%	-15%	0%	-1%
COC(=O)CCC(=O)OC1(C)C(=O)C2=CN(C3CCCC3)C(c3ccc(OC)cc3)=CC2=C(Br)C1=O (centres undefined)	1%[12.7 µM]	-12	-1%	0%	?	45µM*	56µM*	?	?
CCCCc1ccc(NC(=S)NCc2cccnc2)cc1	-30%	8	-3%	6%	-15%	-33%	-33%	6%	0%
CC(=O)NC(Cc1ccc(C(C)C)cc1)C(=O)NC1CCN(C(=O)c2cccc(C)c2)CC1 (centres undefined)	?	-6	1%	16%	-6%	-1%	-13%	29%	1%
Cc1cc(=O)c(C(=O)O)nn1-c1ccccc1C(F)(F)F	?	-4	-4%	-2%	-7%	-32%	-14%	8%	-3%
O=C(NNS(=O)(=O)c1ccc(Cl)cc1Cl)c1cc2ncc(C(F)(F)F)cc2s1	.	-4	i	0%	-8%	?	-23%	7%	-2%
C/C(CCc1ccco1)=N/NC(=O)CCC(=O)Nc1cccc(Cl)c1	-12%	4	-7%	12%	-5%	0%	-14%	22%	15%
CN(C)S(=O)(=O)c1cccc(NC(=O)CN2C(=O)C3C4C=CC(C4)C3C2=O)c1 (centres undefined)	13%[59 µM]	-2	-8%	2%	-20%	7%	7%	21%	-7%
COc1ccc(/C=N/NC(=O)c2cccnc2)c2ccccc12	20%	2	-5%	3%	?	-3%	-18%	27%	1%
CCOC(=O)C1CCCCN1Cc1cc(OC)ccc1OC (centres undefined)	13µM*	0	-5%	0%	-14%	?	18µM*	?	-12%
COc1ccc(OCC(=O)NC(=S)Nc2ccc(S(=O)(=O)Nc3cc(OC)nc(OC)n3)cc2)cc1	-50%[59 µM]	3	-1%	19%	-8%	-25%	-1%	15%	5%
CC(=O)N(CN1C(=O)c2ccc([N+](=O)[O-])cc2C1=O)c1ccc(F)cc1	-32%[59 µM]	0	-9%	0%	8%	28%	-5%	18%	-1%
COc1ccccc1CN1CC(C(=O)NCCCc2ccc(F)cc2)CCC1=O (centres undefined)	42%[59 µM]	-5	4%	0%	-10%	-1%	-12%	30%	-11%
O=S(c1ccc2ccccc2c1)c1cnns1 (centres undefined)	46%[0.501 µM]	4	-10%	1%	-7%	8%	10%	43%[activator]	0%
Cc1cccc(-n2nnnc2SCC(=O)c2cc(C)n(Cc3ccco3)c2C)c1	-12%[59 µM]	-14	i	-6%	?	-2%	-21%	39%	44%[activator]
CC(NC(=O)c1cc2c(=O)n(C)c3ccccc3c2n1C)c1ccc2c(c1)OCCO2 (centres undefined)	.	-3	i	0%	-11%	.	-26%	33%	19%
COc1ccc(CN2CCN(C(C)C(=O)NC(C)c3ccc(F)cc3)CC2)cc1F (centres undefined)	-2%	0	-8%	-11%	-14%	-4%	-7%	23%	2%
O=C(NCCCc1ccccn1)C1CCC(=O)N(Cc2cccc(F)c2)C1 (centres undefined)	62%[activator]	-2	-5%	-3%	-5%	-3%	-16%	7%[57 µM]	-3%
CC(=O)c1ccc(S(=O)(=O)N2CCN(C(=O)C3CCCC3)CC2)cc1	-7%	0	-8%	-10%	-10%	1%	-6%	21%	9%
C[C@H](CO)N1C[C@H](C)[C@H](CN(C)C(=O)Nc2ccccc2)OCc2cnnn2CCCC1=O	.	2	i	-4%	-2%	.	.	.	.
CCOC(=O)c1cccc(S(=O)(=O)N2CCOCC2)c1	7%	0	-1%	-14%	-6%	1%	-3%	37%	1%
COc1ccc(C(=O)Nc2ccc(S(=O)(=O)Nc3ncccn3)cc2)cc1OC	?	-16	i	1%	-12%	4%	-6%	36%[activator]	1%
COc1ccc(C(=O)NC(=S)Nc2ccc(N3CCCC3)cc2)cc1	?	0	-8%	0%	7%	-28%	-19%	-10%	0%

Records above marked active in G9a inh.
SMILES	G9a inh	PI4K2A inh	Tb PGK inh	GLS inhibitor	Pol eta inh	BAZ2B block	JMJD2A Tudor	HP1b binding inh	Pin1 inhibitor
CCOC(=O)C1CCCCN1Cc1cc(OC)ccc1OC (centres undefined)	13µM*	0	-5%	0%	-14%	?	18µM*	?	-12%

Carrying on.
SMILES	G9a inh	PI4K2A inh	Tb PGK inh	GLS inhibitor	Pol eta inh	BAZ2B block	JMJD2A Tudor	HP1b binding inh	Pin1 inhibitor
COc1ccc(CCNC(=O)CCCCC(=O)NCCc2ccc(OC)c(OC)c2)cc1OC	.	5	4%	-1%	-14%	.	-7%	24%	0%
COCCNC(=O)Cn1c(=O)n(CCCCCC(=O)Nc2ccccc2)c(=O)c2sccc21	7%[59 µM]	3&3	5%&8%	-1%&10%	9%&-21%	3%&-5%	-8%&-6%	30%&11%	3%&-1%
COC(=O)c1cccc(Nc2ncnc3ccc(C)cc23)c1	3%	-6	.	-4%	-8%	-3%	?	-13%	8%
CN(C)c1cc(-c2ccc(C#N)cc2)oc(=O)c1Cl	.	-1	2%	5%	-3%	-15%	-20%	22%	-24%
O=C(O)c1cccc(S(=O)(=O)Nc2cccc(S(=O)(=O)Nc3ccc(Br)cc3)c2)c1	-44%	1	-2%	31%[activator]	-4%	1%	-12%	17%	-11%
CCOc1ccc2[nH]c3c(=O)n(CCc4ccc(OC)cc4)cnc3c2c1	8%[59 µM]	4	-3%	4%	-1%	-4%	-8%	18%	-1%
CCOC(=O)C1=C(C)N=C2SCCC(=O)N2C1c1ccc(OCc2ccccc2)c(OC)c1 (centres undefined)	-2%[59 µM]	2	-8%	-5%	-21%	-19%	-27%	26%	36%[activator]
COc1ccc(-c2cc(=O)oc3cc(OC(C)C(=O)NCC4CCC(C(=O)O)CC4)ccc23)cc1 (centres undefined)	?	0	-9%	-1%	-7%	-29%	-12%	33%	0%
CC(C)CCC(CC(C)O)c1n[nH]c(=S)n1-c1ccccc1 (centres undefined)	6.3µM*	6	0%	5%	-18%	10%	8.9µM*	8%	-2%
CCCCn1c(=N)n(CC(=O)C(C)(C)C)c2ccccc21	?	-1	i	-12%	-19%	?	-20%	23%	9%
CC(C)NC(=O)Cn1nc(C(F)(F)F)c2c1CCC2	28%[59 µM]	-15	i	1%	-10%	41%[activator]	-1%	26%	4%
O=[N+]([O-])c1ccc(N2CCN(CCO)CC2)cc1NCc1ccco1	-4%[59 µM]	3	i	16%	-20%	?	-22%	-13%	-7%
COc1ccc(OC)c(CCNC(=O)c2ccc3c(c2)c(C)c(C)n3Cc2ccccc2)c1	?	-1	i	6%	-16%	-36%	?	3%	?
Cc1cccc(N(Cc2ccccc2)C(=O)c2cc(S(=O)(=O)N3CCOCC3)ccc2Cl)c1	-34%	-3	-7%	-12%	?	-7%	-9%	14%	-3%

Screens deposited in PubChem by National Center for Advancing Translational Sciences (NCATS).
